Screening results as filed in PubChem BioAssay.
PMI inhibitors: inhibitors of human PMI, primary screen, biochemical, fluorescence intensity, coupled assay (AID 1209) | purified PMI enzyme, coupled fluorescence intensity; higher % means a stronger effect | inhibition, % at 20 µM, or IC50 in µM where a hit was titrated | 0.42% of 190,000 active;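 further: plate controls were DMSO vehicle for no effect and wells lacking substrate for full effect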
PMI inhibition: human PMI inhibitors, high substrate, primary screen, biochemical, fluorescence intensity, high mannose 6-phosphate (AID 1220); recombinant PMI enzyme, coupled fluorescence intensity; higher % means a stronger effect; inhibition, % at 20 µM; hits with a dose series show IC50 in µM; 0.66% of 190,000 active
P. falciparum M1AAP: malaria alanyl aminopeptidase activity blockers – biochemical, fluorogenic H-Leu-NHMec substrate, 1536-well (AID 1445) | recombinant M1AAP, H-Leu-NHMec fluorogenic kinetic assay; higher % means a stronger effect | inhibition, % at 30 µM; hits with a dose series show IC50 in µM | 0.42% of 220,000 active;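 active means primary inhibition above the hit cutoff, then over 50% inhibition at one or more dose response concentrations, cut at about 23% in these data, passing the limit was not always enough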;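 further: plate controls were DMSO full reaction for no effect and no enzyme background for full effect; strong numbers were not always called active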
Hep lipid drop: hepatic lipid droplet formation modulation. AML12 mouse hepatocytes, oleate lipid droplets, BODIPY imaging. inhibition, % at 6.5 µM. 0.4% of 240,000 active. AID 1656;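 active means lipid droplet intensity inhibited by at least 50%, with more than 500 cells counted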
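Material – AML12 mouse liver cells · Also added – oleate loading, 100 µM · Compound dosing – 6.5 µM single-point dosing · Times – overnight treatment with compound plus oleate · Measured by – fluorescence imaging, 20x objective, two fields per well · Read-out – percent inhibition of filter-corrected integrated lipid droplet intensity per well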
XIAP displacement: small molecules displacing peptide from XIAP – biochemical, IAP family, fluorescence polarization (AID 1018); XIAP BIR domain, fluorescence polarization peptide displacement; higher % means a stronger effect; displacement, % at 20 µM, or IC50 in µM where a hit was titrated; 0.007% of 200,000 active; in the data active means displacement above about 50%; further: a part of the inactive calls stands beside numbers as strong as those of hits
TNAP activators: human TNAP enzyme activators, primary screen, biochemical, luminescent, no phosphate acceptor, uHTS (AID 1001) | purified TNAP, luminescent activation assay, no phosphate acceptor; higher activation fold means a stronger effect | 0.03% of 200,000 active | activation fold at 20 µM; hits with a dose series show EC50 in µM; in the data active means activation fold from about 3, or a potency from the dose series; inactive means the rest, 99 in 100 with activation fold below about 1.6; further: many of its hits are not listed in these tables
UTI89 phage lysis: inhibition of K1F phage lysis, E. coli UTI89, bacterial capsule biogenesis inhibitors, alamar blue (AID 488966); E. coli UTI89 K1F phage lysis, alamar blue, 2 h; higher % means a stronger effect; inhibition, % at 100 µM; hits with a dose series show IC50 in µM; 0.02% of 340,000 active;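 active means phage lysis inhibition, versus mean bacterial control, above a set limit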;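 further: capsule biogenesis inhibitors block K1F phage lysis so surviving cells raise fluorescence; higher fluorescence means more inhibition of phage lysis; actives were called in the ten point dose series up to 300 µM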
P. falciparum M17LAP: P. falciparum M17LAP inhibitors, primary screen, biochemical, fluorogenic H-Leu-NHMec substrate, 1536-well (AID 1619). recombinant M17LAP, H-Leu-NHMec fluorogenic kinetic assay; higher % means a stronger effect. one-dose inhibition, % at 30 µM; IC50 in µM for titrated hits. 0.38% of 220,000 active;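 active means compound inhibiting the enzyme by more than half at any dose during confirmatory dose-response retesting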;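 further: plate controls were full reaction with DMSO carrier for no effect and no enzyme background for full effect; strong numbers were not always called active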
Siah-1 displacement: blockers of Siah-1 interaction with plectin peptide – biochemical, fluorescence polarization, rhodamine-plectin, uHTS, primary screen (AID 1817) | 0.02% of 290,000 active | Siah-1 / rhodamine-plectin peptide fluorescence polarization; higher % means a stronger effect | displacement, % at 20 µM; hits with a dose series show IC50 in µM;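 active means displacement of at least 50% at 20 µM, with a fluorescence ratio check between 0.3 and a set limit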;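 further: plate controls were Siah plus tracer with DMSO for no effect and tracer alone without Siah for full effect; strong numbers were not always called active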
Hep lipid drop cells 6.5 µM: further read-out of Hep lipid drop, marked with its call; cell count; measured here: cell count, cytotoxicity flag;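 cells counted across two imaged fields per well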
The depositor's hits bear a star; . = not tested or not shown. Unless noted, no stated cut-off is given here; in the data, active means inhibition above about 50%; inactive means the rest.

SMILES	PMI inhibitors	PMI inhibition	P. falciparum M1AAP	Hep lipid drop	Hep lipid drop cells 6.5 µM	XIAP displacement	TNAP activators	UTI89 phage lysis	P. falciparum M17LAP	Siah-1 displacement
CCOC(=O)c1ccc(NC(=O)CCOc2ccc(C)cc2)cc1	9%	4%	1%	66*	808*	-2.6%	1.1	0.0%	-1%	-2%
Cc1cccc(CSC2=NCCN2C(=O)C2CC2)c1	6%	4%	1%	.	.	-1.7%	1.1	-0.1%	-4%	1%
O=C(OC(C(=O)NC1CCCCC1)c1ccccn1)c1cccs1 (stereo not given)	6%	1%	9%	.	.	-8.3%	1	0.2%	6%	1%
CC1CN(C(=O)c2cc3cc([N+](=O)[O-])ccc3oc2=O)CC(C)O1 (stereo not given)	5%	10%	-1%	-2	715	3.0%	0.9	0.2%	10%	-4%
CCCCCCCCCC(=O)Nc1cccnc1	1%	4%	0%	7	724	-3.7%	1	.	7%	0%
Cc1ccc(S(=O)(=O)c2ccc(-n3nc(C)cc3N)cc2)cc1	6%	6%	-2%	-5	649	-5.3%	1.2	.	-28%	3%
N=C1C(c2nc3ccccc3[nH]2)=C(O)CN1c1ccc(F)cc1	-5%	-11%	-12%	-34	683	-5.4%	1.2	4.0%	-6%	-6%
COCCCNC(=S)NNC(=O)c1csc(C)n1	.	.	8%	16	716	.	.	-0.3%	8%	-4%
O=C(NCCN1CCOCC1)C(Sc1ccccc1)c1ccccc1 (stereo not given)	.	.	3%	1	731	.	.	-0.6%	4%	-1%
Cc1ccc(-c2noc(-c3ccccc3F)n2)cc1	5%	4%	3%	-4	669	-6.9%	1.2	0.2%	0%	2%
CCc1cccc(NS(=O)(=O)c2ccc3c(c2)NC(=O)CC(=O)N3)c1	12%	3%	-3%	-16	674	-3.8%	1	-0.4%	1%	-3%
CSc1nc(C)cc(SCCO)n1	-17%	-5%	-3%	.	.	1.1%	1.2	-0.8%	14%	3%
O=C(CCCn1c(=O)c2ccccc2n(Cc2cccc(F)c2)c1=O)NC1CCN(Cc2ccccc2)CC1	-2%	-3%	19%	16	712	1.3%	1.1	.	16%	-7%
Cc1ccc(C(=O)Nc2ccc3c(c2)ncn3C)cc1	1%	-6%	1%	-3	734	-4.1%	1	0.3%	-6%	4%
COc1ccc(-c2nnc(-c3ccc(N(C)C)cc3)o2)cc1	9%	9%	6%	17	721	-1.4%	1.1	1.7%	8%	1%
CC(=O)c1cccc(NC(=O)NCCS(C)=O)c1 (stereo not given)	-3%	-1%	13%	.	.	-1.2%	1.2	7.5%	-3%	-3%
COC(=O)c1sccc1NC(=O)c1ccncc1	-10%	-11%	-3%	.	.	0.3%	1	0.2%	-3%	-4%
O=C(c1ccc(CN2CCOCC2)cc1)N1CCN(Cc2ccccc2)CC1	-18%	-10%	-1%	.	.	-3.3%	1.1	0.2%	7%	-4%
COc1ccc2c(c1OC)C(=O)N1c3ccccc3SC21 (stereo not given)	-11%	-10%	0%	.	.	1.4%	1.1	-0.8%	4%	1%
O=C(CSc1n[nH]c(-c2ccc(S(=O)(=O)NC3CCCCC3)cc2)n1)N1CCCC1	-21%	-9%	5%	.	.	0.1%	1.1	2.6%	3%	3%
Nc1nc(N)nc(-c2ccccn2)n1	10%	5%	-1%	.	.	-1.3%	1.1	2.9%	-7%	-4%
CCn1c2ccccc2c2cc(NC(=O)CSc3nccc(=O)[nH]3)ccc21	4%	14%	10%	15	710	-5.4%	1.1	0.1%	1.4µM*	-2%
Cc1cc(CN(C)C(=O)CC2C(=O)NCCN2CC(c2ccccc2)c2ccccc2)on1 (stereo not given)	.	.	4%	4	684	0.4%	1.1	-1.5%	-10%	-2%
Cc1ccc2cc(CN(Cc3cccs3)Cc3nnnn3CC3CCCO3)c(=O)[nH]c2c1 (stereo not given)	16%	10%	1%	2	786	-25%	1	0.5%	14%	0%
COc1ccc(-n2nc(C(=O)NCC(=O)NCC3COc4ccccc4O3)c3ccccc3c2=O)cc1OC (stereo not given)	-5%	-9%	3%	4	710	-2.8%	1.1	0.1%	2%	-4%

Laid out differently: results already given.
SMILES | PMI inhibitors | PMI inhibition | P. falciparum M1AAP | Hep lipid drop | Hep lipid drop cells 6.5 µM | XIAP displacement | TNAP activators | UTI89 phage lysis | P. falciparum M17LAP | Siah-1 displacement
Nc1nc(N)nc(-c2ccccn2)n1 | 10% | 5% | -1% | . | . | -1.3% | 1.1 | 2.9% | -7% | -4%
CCn1c2ccccc2c2cc(NC(=O)CSc3nccc(=O)[nH]3)ccc21 | 4% | 14% | 10% | 15 | 710 | -5.4% | 1.1 | 0.1% | 1.4µM* | -2%

Ordered by length of the SMILES (rising): some entries from above.
SMILES	PMI inhibitors	PMI inhibition	P. falciparum M1AAP	Hep lipid drop	Hep lipid drop cells 6.5 µM	XIAP displacement	TNAP activators	UTI89 phage lysis	P. falciparum M17LAP	Siah-1 displacement
COCCCNC(=S)NNC(=O)c1csc(C)n1	.	.	8%	16	716	.	.	-0.3%	8%	-4%
O=C(NCCN1CCOCC1)C(Sc1ccccc1)c1ccccc1 (stereo not given)	.	.	3%	1	731	.	.	-0.6%	4%	-1%
O=C(OC(C(=O)NC1CCCCC1)c1ccccn1)c1cccs1 (stereo not given)	6%	1%	9%	.	.	-8.3%	1	0.2%	6%	1%
N=C1C(c2nc3ccccc3[nH]2)=C(O)CN1c1ccc(F)cc1	-5%	-11%	-12%	-34	683	-5.4%	1.2	4.0%	-6%	-6%
CC1CN(C(=O)c2cc3cc([N+](=O)[O-])ccc3oc2=O)CC(C)O1 (stereo not given)	5%	10%	-1%	-2	715	3.0%	0.9	0.2%	10%	-4%
Cc1ccc2cc(CN(Cc3cccs3)Cc3nnnn3CC3CCCO3)c(=O)[nH]c2c1 (stereo not given)	16%	10%	1%	2	786	-25%	1	0.5%	14%	0%
Cc1cc(CN(C)C(=O)CC2C(=O)NCCN2CC(c2ccccc2)c2ccccc2)on1 (stereo not given)	.	.	4%	4	684	0.4%	1.1	-1.5%	-10%	-2%
O=C(CSc1n[nH]c(-c2ccc(S(=O)(=O)NC3CCCCC3)cc2)n1)N1CCCC1	-21%	-9%	5%	.	.	0.1%	1.1	2.6%	3%	3%

Next section.
SMILES	PMI inhibitors	PMI inhibition	P. falciparum M1AAP	Hep lipid drop	Hep lipid drop cells 6.5 µM	XIAP displacement	TNAP activators	UTI89 phage lysis	P. falciparum M17LAP	Siah-1 displacement
COc1ccc(C(=O)Nc2ncc3c(n2)CC(C)CC3=O)cc1 (stereo not given)	5%	2%	1%	-5	739	-2.6%	1.1	0.3%	3%	2%
COc1ccccc1CNC(=O)c1c(O)c2cc(OC)c(OC)cc2[nH]c1=O	-3%	-7%	6%	.	.	-6.2%	1.1	4.8%	1%	1%
COC(=O)CCN1CCC(C(N)=O)CC1	10%	10%	6%	8	733	0.4%	1.1	-0.6%	-6%	2%
CSc1nc(Cc2ccccc2)nc2ccccc12	2%	-2%	-5%	2	641	-3.4%	1.1	0.1%	0%	5%
Cc1ccc2cc(CN(CCN3CCOCC3)C(=O)NCc3ccccc3)c(=O)[nH]c2c1C	-3%	-2%	0%	.	.	-0.5%	1.1	-0.7%	5%	3%
CN(C)CCCOc1nc2c(c(=O)n(C)c(=O)n2C)n1C	-13%	-12%	4%	23	759	-0.3%	1.1	0.1%	14%	5%
COc1cc(OC)cc(-c2cc3nc(C)c(CCC(=O)O)c(=O)n3[nH]2)c1	-1%	-2%	8%	.	.	-2.5%	1.1	-0.7%	9%	2%
COC(=O)C1C(O)=CC(=O)CC1C (stereo not given)	9%	7%	2%	0	763	-8.6%	1	-0.1%	4%	-6%
O=C(O)c1cc(=O)c2c(OCC(O)COc3cccc4oc(C(=O)O)cc(=O)c34)cccc2o1	-6%	-4%	13%	9	748	-6.9%	1.1	0.2%	-29%	8%
C/C=C(/C)C(=O)Nc1cccc(C2=NOC3(C2)C[C@@H](C(N)=O)N(C(=O)/C=C/CC)C3)c1 (stereo not given in full)	.	.	-1%	17	719	.	.	2.9%	-4%	0%
Cc1ccc(CS(=O)(=O)CCC(=O)NCCCOC(C)C)cc1	5%	6%	-2%	.	.	-2.2%	1.1	1.3%	-14%	2%
Cc1ccn(C(=O)c2ccc(NC(=O)C3CC3)cc2)n1	3%	4%	3%	10	738	-3.1%	1.1	-0.4%	-1%	1%
O=S1(=O)CC(N2CCCCC2)C(N2CCCCC2)C1 (stereo not given)	-10%	-8%	-2%	.	.	-1.7%	1.2	2.1%	-4%	4%
CCOC(=O)c1cnc2c(C)c(Cl)ccc2c1Nc1ccc(S(=O)(=O)Nc2ncccn2)cc1	12%	18%	17%	21	640	-0.4%	1.1	.	-6%	40%
Cc1nn(C)c(C)c1S(=O)(=O)N(CC(=O)N1CCc2ccccc21)c1ccc(C(C)C)cc1	-10%	-5%	1%	.	.	-4.0%	0.9	-1.1%	-7%	-2%
CC(C)C[C@H](NC(=O)c1nc[nH]c1C(=O)NCCCCCNC(=O)OC(C)(C)C)C(=O)OC(C)(C)C	21%	19%	4%	5	793	2.8%	1	-0.3%	7%	-3%
CCCC(=O)Nc1ccc(C(=O)N/N=C/c2ccc[nH]2)cc1	-38%	-8%	8%	6	714	-1.0%	1.1	-8.0%	15%	-1%
COC(=O)CC(=O)CSc1nc2c(cc1C#N)CCC2	-1%	-14%	8%	3	774	4.5%	1.1	-0.5%	-15%	-2%
O=C(O)CCc1ncc(C(F)(F)F)cc1Cl	-5%	-6%	5%	11	792	-1.8%	1.1	1.0%	-2%	1%
CC(=O)N(C(C)=O)c1c(C#N)c(C)n(-c2ccccc2)c1C(=O)c1ccccc1	13%	11%	5%	-6	675	-0.8%	1.1	0.3%	0%	0%
CCC(C)NC(=O)N[C@@H](CCSC)C(=O)OC (stereo not given in full)	-12%	-6%	1%	15	772	-4.0%	1	6.8%	0%	-1%
COc1ccc(C(C)=O)cc1COC(=O)c1ccc2ccccc2n1	12%	10%	1%	-8	688	-4.4%	1.1	-0.2%	-5%	-3%
Cc1cc(-c2ccccc2)nc(Oc2ccc(C(C)(C)C)cc2)c1S(C)(=O)=O	20%	16%	-5%	.	.	-2.6%	1	-0.1%	-10%	-1%
CCS(=O)(=O)N1Cc2ccccc2CC1C(=O)Nc1nnc(SCc2ccc(C#N)cc2)s1 (stereo not given)	-5%	10%	7%	-11	632	-2.9%	1	7.1%	3%	34%
NS(=O)(=O)c1ccc(NC(=O)CSC2CCCCC2)cc1	-6%	-5%	-2%	.	.	-1.5%	0.9	-0.3%	4%	12%
C=CCN1C(=O)NC2(CCCCC2)C1=O	-7%	-4%	3%	.	.	-4.4%	1.1	1.3%	-2%	-1%
Cc1ccccc1Nc1c(-c2ccc(N3CCOCC3)cc2)nc2cnccn12	.	.	10%	7	697	.	.	0.0%	-9%	4%
CCOC(=O)CCC(NC(=O)c1ccc(NCN2C(=O)c3ccccc3C2=O)cc1)C(=O)OCC (stereo not given)	-2%	0%	10%	.	.	-2.1%	1.2	0.1%	-10%	-2%
